AID2073 – disruptors of CaV2.2 binding to Mint1 – biochemical, HTRF (AID 2073) | HTRF protein-protein interaction, Mint1-CaV2.2; higher % means a stronger effect | inhibition, % at 20 µM; hits with a dose series show IC50 in µM | 290,000 compounds, 0.19% hits; in the data active means inhibition mostly above about 51%, no sharp cut-off; inconclusive means no clear call, values can overlap the other calls; inactive means mostly below about 53%; further: some results filed as inactive read as strong as hits
NS5 inhibitors – Dengue-2 NS5 methyltransferase inhibitors, primary screen, biochemical, confirmation dose response (AID 588689). Dengue-2 NS5 methyltransferase capping enzyme assay, biochemical; higher % means a stronger effect. 340,000 compounds, 0.3% hits. one-dose inhibition, % at 25 µM; IC50 in µM for titrated hits; in the data active means a potency from the dose series; inconclusive means inhibition above about 29% without an active follow-up result
K1F lysis inhibition – inhibition of K1F phage lysis, E. coli UTI89, bacterial capsule biogenesis inhibitors, alamar blue (AID 488966). E. coli UTI89 K1F phage lysis, alamar blue, 2 h; higher % means a stronger effect. one-dose inhibition, % at 100 µM; IC50 in µM for titrated hits. 340,000 compounds, 0.02% hits;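 active means phage lysis inhibition, versus mean bacterial control, above a set limit; inconclusive means no clear call, values can overlap the other calls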;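 further: capsule biogenesis inhibitors block K1F phage lysis so surviving cells raise fluorescence; higher fluorescence means more inhibition of phage lysis; actives were called in the ten point dose series up to 300 µM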
HIV peptide binding – cell-free HIV fusion peptide-binding blockers – biochemical, uHTS, fluorescence dequenching, primary screen (AID 1986); cell-free peptide binding, fluorescence dequenching, 30 min; higher % means a stronger effect; inhibition, % at 20 µM; hits with a dose series show IC50 in µM; 290,000 compounds, 0.3% hits; in the data active means inhibition mostly above about 52%, no sharp cut-off; inactive means mostly below about 76%; further: some results filed as inactive read as strong as hits
GPR35 arrestin U2OS – inhibition of zaprinast-stimulated GPR35 beta-arrestin translocation – imaging, U2OS, beta-arrestin-GFP, zaprinast agonist, primary screen (AID 2058); inhibition, % at 10 µM; hits with a dose series show IC50 in µM; U2OS GPR35 beta-arrestin-GFP translocation imaging, zaprinast antagonism; higher % means a stronger effect; 290,000 compounds, 0.052% hits;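 active means inhibition of at least 50% with at least 30 cells and total cytoplasm GFP at most 10,000,000; inconclusive means under 30 cells or total GFP of 10,000,000 plus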
SIAH1 antagonists – blockers of Siah-1 interaction with plectin peptide – biochemical, fluorescence polarization, rhodamine-plectin, uHTS, primary screen (AID 1817). 290,000 compounds, 0.02% hits. displacement, % at 20 µM; hits with a dose series show IC50 in µM. Siah-1 / rhodamine-plectin peptide fluorescence polarization; higher % means a stronger effect;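 active means displacement of at least 50% at 20 µM, with a fluorescence ratio check between 0.3 and a set limit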;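 further: plate controls were Siah plus tracer with DMSO for no effect and tracer alone without Siah for full effect; strong numbers were not always called active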
GPR55 activation – selective activators of receptor GPR55 – imaging, U2OS cells, beta-arrestin-GFP redistribution, primary screen (AID 1961); U2OS GPR55 beta-arrestin-GFP redistribution imaging; higher % means a stronger effect; activation, % at 10 µM, or EC50 in µM where a hit was titrated; 290,000 compounds, 0.048% hits;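 active means activation above 40% with more than 50 cells counted in the well; inconclusive means wells holding fewer than 50 cells, flagged as toxic or sparse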;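 further: U2OS osteosarcoma cells stably expressing GPR55 and beta-arrestin-GFP; plate controls were DMSO negative control for no effect and LPI positive control for full effect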
NTR1 ag – agonists of NTR1, primary screen, imaging, U2OS cells, beta-arrestin-GFP, high content (AID 493036) | P30989 | 330,000 compounds, 0.17% hits | NTR1-U2OS beta-arrestin-GFP spot imaging, agonist mode | activation, % at 20 µM;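 active means activation at or above 40% of the spot to cytoplasm intensity ratio, with at least 20 cells analyzed; inconclusive means wells under 20 cells, flagged as cytotoxic or low count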;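 further: 0% = DMSO without peptide and 100% = 100 nM NTR1 peptide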
Target sequence (P30989 whole entry, looked up): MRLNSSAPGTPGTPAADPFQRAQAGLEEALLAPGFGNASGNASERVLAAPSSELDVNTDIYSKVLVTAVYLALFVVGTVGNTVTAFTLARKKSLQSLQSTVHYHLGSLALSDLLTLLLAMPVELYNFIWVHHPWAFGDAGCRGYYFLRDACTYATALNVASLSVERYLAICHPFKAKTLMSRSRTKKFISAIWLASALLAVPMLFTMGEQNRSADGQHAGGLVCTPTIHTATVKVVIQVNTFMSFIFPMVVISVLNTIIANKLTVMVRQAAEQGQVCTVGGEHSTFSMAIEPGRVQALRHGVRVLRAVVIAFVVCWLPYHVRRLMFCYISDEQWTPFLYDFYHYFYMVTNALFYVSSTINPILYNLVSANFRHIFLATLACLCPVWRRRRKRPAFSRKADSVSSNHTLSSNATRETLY
GPR55 antagonists – GPR55 antagonists blocking LPI-driven arrestin recruitment, primary screen, imaging, U2OS, beta-arrestin-GFP, LPI agonist (AID 2013); U2OS GPR55 beta-arrestin-GFP translocation imaging, LPI antagonism; higher % means a stronger effect; 290,000 compounds, 0.13% hits; inhibition, % at 10 µM; hits with a dose series show IC50 in µM;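 active means spots per cell inhibited over 60%, with over 100 cells counted and total cytoplasm intensity under 500,000; inconclusive means wells with under 100 cells, flagged as likely toxic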;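 further: U2OS cells stably carrying GPR55 and arrestin-GFP stimulated by 5 µM LPI near EC80; imaged beta-arrestin-GFP aggregate spots per cell after agonist stimulation; plate controls were LPI-stimulated DMSO wells for no effect and DMSO wells without LPI for full effect; some results filed as inactive read as strong as hits; confirmed hits need IC50 under 10 µM and bright autofluorescent wells are also inconclusive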
NTR1 ag cell count 20 µM – also measured in NTR1 ag; calls as there; cell count; measured here: cell count, cytotoxicity flag
NS5 inhibitors pilot replicate – further read-out of NS5 inhibitors, marked with its call; inhibition, %; measured here: pilot screen replicate inhibition
Starred values were filed as active, the others as inactive; ? = inconclusive; . = no result given; [ ] = another dose, or the depositor's remark. Random draw from the library, and some 1.2% of all compounds hit somewhere here.

SMILES | AID2073 | NS5 inhibitors | K1F lysis inhibition | HIV peptide binding | GPR35 arrestin U2OS | SIAH1 antagonists | GPR55 activation | NTR1 ag | NTR1 ag cell count 20 µM | GPR55 antagonists | others
O=C(CC(SCCO)c1ccc2c(c1)OCO2)c1ccco1 (stereo unspecified) | 14% | -10% | 0.9% | -0.4% | 4% | -1% | -0.1% | 0.0 | 39 | -4%
Cc1ccc2nc(NC(=O)c3ccc4c(c3)OCO4)sc2c1 | 10% | 0% | 1.9% | -1.1% | -13% | -2% | 0.2% | -0.9 | 50 | 5%
Cc1ccccc1CN(C)C(C)C(=O)Nc1ccccc1F (stereo unspecified) | 17% | -6% | 1.0% | 0.8% | -22% | 2% | 0.0% | 0.5 | 50 | -5%
Cc1cc(NC(=O)CN2C(=O)NC3(CCC(C)CC3)C2=O)no1 (stereo unspecified) | -3% | -1% | 10% | 2.7% | -4% | 0% | -0.2% | . | . | 1%
O=C(CN1C(=O)c2ccccc2C1=O)Nc1ccc(Cl)cn1 | -2% | 0% | -1.6% | 4.2% | 1% | -5% | 0.1% | 1.0 | 56 | -4%
O=C(NCc1cccnc1)c1cc(Sc2ccccc2Cl)nc2ccccc12 | 2% | -4% | -0.2% | 0.5% | 27% | -2% | 0.6% | 0.4 | 40 | -4%
Cc1ccccc1C(=O)N1CCC(C(=O)NC2CCCC2)CC1 | 6% | -4% | 0.1% | -1.0% | -6% | 6% | 0.2% | -1.4 | 64 | 10%
C=C(C)CC(NCc1ccco1)c1ccc(OC)cc1 (stereo unspecified) | -4% | -5% | 0.2% | -0.5% | -5% | -2% | -0.1% | -0.6 | 62 | 2%
O=[N+]([O-])c1ccc(F)cc1Oc1nc(-c2cccnc2)nc2ccccc12 | 14% | -2% | 4.1% | -0.7% | -10% | 8% | -0.1% | -0.6 | 55 | 3%
CCOC(=O)CNC(=O)CSc1nnc(-c2ccco2)n1N | -4% | -1% | -0.1% | -3.0% | 0% | -2% | -0.2% | -1.1 | 59 | -4%
Cc1cccc(NC(=O)C2CCN(S(=O)(=O)c3ccc4c(c3)C(C)(C)C(=O)N4C)CC2)c1C | -1% | -1% | -1.1% | 1.8% | 4% | 2% | -0.1% | -1.9 | 69 | -4%
CCOCCn1c(=O)c2c(nc3n2CCCN3Cc2ccccc2)n(C)c1=O | 6% | -3% | -0.2% | 0.9% | -4% | 1% | -0.1% | -0.5 | 79 | 1%
COc1ccc(OCc2cc(C(=O)N3CCCC(O)C3)no2)c2ccccc12 (stereo unspecified) | 1% | -1% | 1.4%[50 µM] | 1.1% | -7% | 10% | -0.2% | 4.0 | 63 | 15%
CCOC(=O)C1CCN(CC(C)(C)NS(=O)(=O)c2ccc(Cl)cc2)CC1 | 3% | -4% | -0.5% | 1.6% | -9% | 4% | -0.2% | 3.9 | 48 | 5%
CN1CCN(c2nc(N3CCN(c4ccccc4)CC3)ncc2F)CC1 | 4% | 0% | 5.5% | -1.0% | -1% | 0% | -0.1% | 1.8 | 51 | -3%

Quoted at random: 5 entries already listed, in no set order.
SMILES | AID2073 | NS5 inhibitors | K1F lysis inhibition | HIV peptide binding | GPR35 arrestin U2OS | SIAH1 antagonists | GPR55 activation | NTR1 ag | NTR1 ag cell count 20 µM | GPR55 antagonists | others
Cc1ccc2nc(NC(=O)c3ccc4c(c3)OCO4)sc2c1 | 10% | 0% | 1.9% | -1.1% | -13% | -2% | 0.2% | -0.9 | 50 | 5%
Cc1cccc(NC(=O)C2CCN(S(=O)(=O)c3ccc4c(c3)C(C)(C)C(=O)N4C)CC2)c1C | -1% | -1% | -1.1% | 1.8% | 4% | 2% | -0.1% | -1.9 | 69 | -4%
C=C(C)CC(NCc1ccco1)c1ccc(OC)cc1 (stereo unspecified) | -4% | -5% | 0.2% | -0.5% | -5% | -2% | -0.1% | -0.6 | 62 | 2%
Cc1ccccc1CN(C)C(C)C(=O)Nc1ccccc1F (stereo unspecified) | 17% | -6% | 1.0% | 0.8% | -22% | 2% | 0.0% | 0.5 | 50 | -5%
Cc1ccccc1C(=O)N1CCC(C(=O)NC2CCCC2)CC1 | 6% | -4% | 0.1% | -1.0% | -6% | 6% | 0.2% | -1.4 | 64 | 10%

(further entries)
SMILES | AID2073 | NS5 inhibitors | K1F lysis inhibition | HIV peptide binding | GPR35 arrestin U2OS | SIAH1 antagonists | GPR55 activation | NTR1 ag | NTR1 ag cell count 20 µM | GPR55 antagonists | others
CCC(C)Nc1nc2c(c(=O)n(C)c(=O)n2C)n1Cc1ccc(F)cc1 (stereo unspecified) | -6% | -3% | 3.9% | -1.2% | -8% | 2% | -0.1% | -0.4 | 50 | 4%
CC(C)Oc1ccc(/C=C/C(=O)NCC2COc3ccccc3O2)cc1 (stereo unspecified) | -5% | -1% | -1.8% | -0.4% | -2% | 16% | 0.3% | -0.3 | 37 | 24%
CCOc1ccc(Nc2nc(N)c([N+](=O)[O-])c(NCc3ccccc3)n2)cc1 | 27% | 2% | -2.1% | -1.5% | 17% | 5% | -0.1% | 11 | 38 | 17%
COc1cc(Br)c(CCNC(=O)Cc2ccccc2)cc1OC | -4% | 4% | -0.1% | -1.0% | -16% | 3% | 0.3% | -1.4 | 68 | 10%
COc1cc(NC(=O)C/C(C)=N/NC(=O)Cc2ccc(Cl)cc2)c(OC)cc1Cl | -5% | -12% | 8.2% | -0.6% | 1% | 8% | 0.4% | 0.6 | 43 | 9%
CC(C)NC(=O)c1ccc(COCC(F)(F)C(F)F)cc1 | -2% | -3% | 0.5% | 3.2% | -3% | 1% | 0.3% | 0.3 | 72 | -28%
Cc1ccc(S(=O)(=O)NCCC(=O)Nc2ccc(Cl)c(Cl)c2)cc1C | 11% | -4% | 0.0% | 3.6% | -1% | 6% | -0.2% | 16 | 86 | 6%
O=S(=O)(c1ccc(Cl)cc1)c1cc(O)ccc1O | -12% | -6% | 4.5% | 2.1% | 1% | -2% | -0.2% | 0.7 | 71 | 1% | NS5 inhibitors pilot replicate=-2.1
CC1CCCCC1NC(=O)C1CCN(S(=O)(=O)c2cccc3nsnc23)CC1 (stereo unspecified) | 4% | 2% | 4.0% | -1.1% | 10% | 4% | -0.1% | 0.5 | 60 | 4%
COc1cc(/C=C2\C(C)=C(C#N)c3nc(N)c(C#N)c(C)c32)ccc1OCC(=O)O | 6% | -7% | 0.2% | 21% | -1% | 4% | -0.3% | -0.2 | 60 | 4%
CCCc1nnc(SCC(=O)Nc2cccc(C(F)(F)F)c2)o1 | 0% | -10% | -0.1% | 1.1% | 0% | 3% | 0.2% | 1.2 | 50 | -8%
Cc1noc(C(=O)N2CCN(c3ccc(F)cc3)CC2)c1Cl | 0% | -1% | 0.2% | -1.1% | -4% | 0% | -0.5% | -0.5 | 93 | 1%
O=C(c1cc2n(n1)C(C(F)(F)F)CC(c1ccco1)N2)N1CCN(c2ccccn2)CC1 (stereo unspecified) | 2% | 1% | 0.5% | -1.0% | 7% | -5% | -0.3% | 3.3 | 62 | 0%
CCN(CC)S(=O)(=O)c1cc(C(=O)O)ccc1Cl | -3% | -10% | -1.0% | -0.1% | -5% | 1% | -0.1% | -0.1 | 67 | 6%
COc1ccc(NC(=O)Cn2nnc(-c3ccccc3N)n2)cc1OC | -5% | -1% | 0.1% | -1.1% | 6% | 1% | -0.1% | -0.7 | 49 | 0%
COc1ccccc1C1Nc2ccccc2NC2=C1C(=O)CC(C)(C)C2 (stereo unspecified) | 10% | -9% | 0.3% | -0.8% | 0% | -4% | 0.3% | -0.2 | 52 | 12%
CC(=O)N1c2ccc(S(=O)(=O)NCCC(=O)NCCc3cccc(C)c3)cc2CC1C (stereo unspecified) | -1% | -11% | 0.1% | -0.6% | -2% | 4% | -0.1% | 1.5 | 62 | -3%
CSc1nc(NCc2ccco2)c2ccccc2n1 | 0% | -11% | 4.1% | -2.4% | 9% | -4% | -0.1% | -4.2 | 88 | -17%
Cc1nn(CC(=O)N(C)Cc2ccccc2)c(=O)c2cccn12 | 8% | -3% | -2.4% | 0.9% | 14% | 2% | 0.0% | -0.6 | 65 | 8%
Cc1ccc(CN2C(=O)C(=O)N(CC(N)=O)C2=O)cc1 | 11% | -3% | -0.2% | -2.4% | -1% | -4% | 0.0% | 0.6 | 90 | 0%
Cc1cc(C)nc(NC(=S)Nc2ccccc2)n1 | -2% | 0% | 4.2% | -1.9% | -1% | -9% | 0.1% | -0.7 | 59 | 17%
c1ccc(-c2nnc(-c3ccccc3)c(-c3c[nH]c4ccccc34)n2)cc1 | ? | -3% | 0.7% | 4.7% | 0% | -3% | -0.1% | 3.3 | 54 | -3%
CSCCC(=O)N1CCCC(CNC(=O)c2ccc(-c3ccccc3)cc2)C1 (stereo unspecified) | -13% | -5% | -0.3% | -0.2% | 10% | 1% | -0.1% | -1.5 | 77 | 1%
CN(Cc1ccc(F)cc1)S(=O)(=O)c1nnc(NC(=O)c2ccccc2Br)s1 | 33% | 20% | -0.8% | 38% | 10% | -1% | 0.1% | 1.2 | 64 | 8%
O=C(NCCc1ccccc1)C(=O)Nc1ccc([N+](=O)[O-])cc1 | 4% | -7% | 0.2% | 1.5% | 20% | 4% | -0.1% | -3.2 | 52 | 4%
Cc1ccc(Cl)cc1NC(=O)CCS(=O)(=O)c1cccc2nonc12 | -5% | -6% | 0.4% | -0.9% | 3% | -1% | -0.2% | -0.5 | 46 | 4%
CCCCNC(=O)N1CCC(CCC(=O)N(C)Cc2ccccc2)CC1 | 3% | -10% | -0.3% | 1.4% | 2% | -2% | -0.2% | -0.7 | 51 | 3%
